NPYLR7 ag: mosquito NPYLR7 agonism; HEK293T NPYLR7/Galpha15, GCaMP6s calcium fluorescence; activation, % at 10 µM; 0.15% of 270,000 active; AID 1259423; in the data active = activation above about 40%;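 also: 0% = vehicle and 100% = reference agonist at the receptor; some compounds past the cut are filed as inactive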
mcGAS lum: inhibitors of mouse cGAS; recombinant cGAS, Kinase-Glo ATP depletion luminescence; Q8C6L5; inhibition, % at 12.5 µM; 0.15% of 160,000 active;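 also: 0% = negative control wells and 100% = reference inhibitor with no enzyme activity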
hcGAS lum: blocks human cGAS activity. inhibition, % at 12.5 µM. recombinant h-cGAS, ATP depletion, Kinase-Glo luminescence. Q8N884. 0.081% of 290,000 active;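 also: 0% = vehicle reaction and 100% = reaction without DNA for no activity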
Target sequence (Q8N884 whole entry, looked up): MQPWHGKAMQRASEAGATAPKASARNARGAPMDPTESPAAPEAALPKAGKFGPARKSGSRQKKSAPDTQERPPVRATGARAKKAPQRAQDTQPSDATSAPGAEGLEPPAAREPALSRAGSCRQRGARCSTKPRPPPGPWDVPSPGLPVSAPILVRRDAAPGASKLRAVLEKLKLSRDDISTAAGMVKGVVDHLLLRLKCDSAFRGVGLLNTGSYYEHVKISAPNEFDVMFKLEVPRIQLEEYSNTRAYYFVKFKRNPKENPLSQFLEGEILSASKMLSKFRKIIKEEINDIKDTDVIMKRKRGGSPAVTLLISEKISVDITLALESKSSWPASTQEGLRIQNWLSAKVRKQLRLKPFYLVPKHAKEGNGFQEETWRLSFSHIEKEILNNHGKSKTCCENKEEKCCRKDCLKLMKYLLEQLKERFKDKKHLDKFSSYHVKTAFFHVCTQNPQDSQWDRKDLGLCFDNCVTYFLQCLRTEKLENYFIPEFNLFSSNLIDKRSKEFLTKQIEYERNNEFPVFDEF
The depositor's hits bear a star; . = no result given; & = joins results of further samples. Rule as the data show it, unless noted: active = inhibition above about 40%; inactive = the rest. Compounds as they come. Share with any hit: about 0.29%.

Order of values: hcGAS lum	mcGAS lum	NPYLR7 ag
- O=C(c1cc(O)c(O)c([N+](=O)[O-])c1)c1ccccc1F
    15.6	8.4	-0.1
- O=C(Nc1cc2c3c(c1)CCN3C(=O)CC2)c1c(F)cccc1F
    -3.1	.	5.7
- O=c1[nH]c(C=Cc2ccc(Br)cc2)nc(O)c1[N+](=O)[O-]
    34.4	.	2.0
- Cc1ncsc1CCN(C)C(=O)[C@@H]1C[C@H](NC(=O)N(C)C)CN1C
    -4.7	.	3.7
- CC(C)[C@@H]1CC[C@@H](C)C[C@H]1O
    4.0	.	4.2
- CCOC(=O)c1cc(-c2cccc(NC(=O)c3cc(Cl)nc(OC)c3)c2)n(-c2cccc(C)c2)n1
    -5.3	-8.0	14.3
- CC(C)NC(=O)CCN=C1NS(=O)(=O)c2ccccc21
    -4.5	0.7	-0.2
- O=C(NCc1nnnn1C1CCCCC1)OCc1ccccc1
    -7.6	-7.8	2.6
- CC(C)N(CC(=O)N(CCc1c[nH]c2ccccc12)Cc1ccc(Cl)c(Cl)c1)Cc1ccc([N+](=O)[O-])cc1
    -11.0	-9.5	14.4
- N#CC(=Cc1ccsc1)c1nc2ccccc2s1
    -6.7	-3.5	4.8
- CCOC(=O)c1cc(C)cc(Br)c1NC(=O)c1c(F)cccc1F
    -8.3	.	5.6
- Cc1cccc(Oc2cc(N3CCN(C(=O)c4ccco4)C(C)C3)ncn2)c1 (stereo unspecified)
    2.1	-1.7	2.0
- CNc1nc(NCCCN2CCCC2=O)c2sccc2n1
    -1.0	.	0.9
- Cc1ccc(S(=O)(=O)N(C)C)cc1NC(=O)C(C)Sc1nnc(C)n1C (stereo unspecified)
    -3.9	.	9.8
- O=C(NCCCc1nc2ccccc2[nH]1)N1CCc2sccc2C1
    6.4	.	-3.3
- COc1ccc(-c2cc(N(CCCN(C)C)CCCN(C)C)n3ncnc3n2)cc1
    -4.1	-6.3	.
- C=CCSc1nnc2c(n1)OC(c1cccc(C)n1)Nc1ccccc1-2 (stereo unspecified)
    -3.3	-2.4	1.7
- NC(=O)c1cc[n+](CC2=C(C(=O)O)N3C(=O)C(NC(=O)Cc4cccs4)C3SC2)cc1 (stereo unspecified)
    -3.7&-11.7	.	-4.8&16.7
- CC(=O)c1ccc(N2CCN(Cn3nc(C)n(-c4cccc(C)c4)c3=S)CC2)cc1
    3.9	.	-5.4
- c1ccc(-c2ccc(SCCN3CCCCC3)nn2)cc1
    -5.4	.	8.7

The results go on:
Order of values: hcGAS lum	mcGAS lum	NPYLR7 ag
- O=C(NC(c1ccc(Cl)cc1)c1ccsc1)C1CCN(Cc2ccc(Cl)cc2)CC1 (stereo unspecified)
    -2.0	-3.5	-11.5
- CC(C)(C)c1cc(NCCCn2ccnc2)n2ncc(-c3ccccc3)c2n1
    -8.4	-7.5	-1.7
- CNC(=O)[C@@H]1[C@@H](OC(N)=O)C(=O)N(C)C12CCN(C(=O)c1ccccc1OC(F)(F)F)CC2
    1.5	-5.3	23.5
- CCCCCc1ccc(C(=O)N(CCCC)CC(=O)N2CCc3sccc3C2c2ccc(Cl)cc2)cc1 (stereo unspecified)
    -5.0	-3.4	.
- Cn1cc(NC(=O)CN2CCCC(C(=O)c3ccc4ccccc4c3)C2)cn1 (stereo unspecified)
    -6.5	.	12.1
- CCOC(=O)N1CCN(C(c2ccc(C)cc2)c2c(O)cc(C)n(CC)c2=O)CC1 (stereo unspecified)
    -11.9	.	8.8
- Cc1ccc(C(=O)n2nc(N)nc2C)c(C)c1
    -9.6	-14.7	-6.8
- CN(Cc1cn[nH]c1-c1ccccc1)Cc1cccc2c1OCO2
    -5.0	-8.3	1.7
- O=C(Nc1ccc(Oc2ccccc2)nc1)C1CCN(C(=O)c2ccco2)CC1
    -9.6&-3.4	.	0.7&0.6
- O=c1c2ccccc2c(C=Nc2ncccn2)c(O)n1-c1ccccn1
    -4.3	.	7.2
- C=CCn1nnc(NC(=O)COc2c(C)cc(Cl)cc2Cl)n1
    -2.9	.	1.5
- NC(=O)c1nccnc1C(=O)N1CC2CCCC2C1 (stereo unspecified)
    -10.3	-11.0	0.7
- COc1ccccc1CCNC(=O)CSc1ccc(NC(=O)c2ccccc2)nn1
    -4.8	-8.6	1.4
- Cc1ccc(NC(=O)N2CCSC2c2ccc(C(F)(F)F)cc2)cc1Cl (stereo unspecified)
    -9.5	-5.7	16.7
- CC(C)=CCN1CCN(Cc2ccncc2)CC1CCO (stereo unspecified)
    -3.6	-10.3	4.0
- Cc1ccccc1-n1ncc(C(C)NC(=O)c2c(C)nc3sccn23)c1C (stereo unspecified)
    -6.2&-9.0	.	4.4&10.0
- Cc1ccsc1CN(Cc1ccccc1)C(=O)CN(CC1CCCO1)C(=O)/C=C/c1ccc([N+](=O)[O-])cc1 (stereo unspecified)
    1.3	0.9	-2.2
- CN(CCC#N)c1ccc(C=NNC(N)=S)cc1
    -6.6	-5.0	-1.8
- COc1ccc(CN2CCC(C(=O)NC(c3ccc(OC)cc3)c3ccccn3)CC2)cc1 (stereo unspecified)
    -5.7	-3.9	17.3
- CNC(=O)Cn1nc(C(=O)N2CCOC(C(F)(F)F)C2)cc1C (stereo unspecified)
    -7.5	-11.8	-2.1

Remaining list, next part:
Order of values: hcGAS lum	mcGAS lum	NPYLR7 ag
- CCCCOc1ccc(NC(=O)Nc2ccc3c(c2)CCC(=O)N3CC)cc1
    -3.0	.	-5.2
- Cc1nc2ccccn2c(=O)c1NC(=O)Cc1ccccc1
    -18.4	.	3.6
- Cc1ccc(NC(=S)NC(=O)c2ccc(F)cc2)nc1
    -0.1	-7.5	9.2
- COc1ccccc1C(=O)Oc1ccc(/C=N\n2c(=O)c(C(C)(C)C)nn3cnnc23)cc1
    -6.9	.	0.6
- COc1ccc(-c2nc3cc(C)ccn3c2NC(=O)c2cccc(OC)c2)cc1
    -8.4	-7.6	-8.6
- N#CC1(C(=O)NCCOc2ncc(Cl)cc2Cl)CCCC1
    -3.0	.	0.8
- CN(CC1COc2ccccc2O1)C(=O)C1CCCN(C(=O)c2ccc(F)cc2)C1 (stereo unspecified)
    -17.2	.	-5.2
- CN(CC(=O)c1ccc(O)cc1)C(=O)c1nc2ccccc2[nH]1
    -1.0	.	9.1
- O=C(Nc1ccsc1C(=O)O)c1ccc(Br)cc1
    22.0	.	-1.9
- COc1ccc(C(=O)N2CCSC23C(=O)N(Cc2cccc(C)c2)c2ccc(F)cc23)cc1 (stereo unspecified)
    -2.1	1.1	-6.2
- Cc1cc(N2C(=O)C3C4C=CC(C4)C3C2=O)n[nH]1 (stereo unspecified)
    1.8	-2.0	-10.0
- Cc1ccccc1N1CCN(C2CCCN(C(=O)CCn3cnc4ccccc43)C2)CC1 (stereo unspecified)
    -2.6	.	-2.1
- O=C(COc1ccccc1)Nc1nnc(SCc2cccc(F)c2)s1
    2.4	-6.5	.
- Cc1ccc(C)c(NC(=O)C(C)N(C)CC(=O)Nc2ccc(Cl)c(Cl)c2)c1 (stereo unspecified)
    -3.7	.	6.3
- O=C(O)[C@H]1C[C@]2(CCCCN(CCO)C2=O)N(C(=O)NC2CCCC2)[C@H]1c1ccccc1
    -2.9	-5.9	1.8
- COc1ccc(CCOC(=O)[C@@H]2CCCN2C(=O)C(C)(C)c2ccc(Cl)cc2)cc1OC
    0.6	0.7	-7.2
- Cc1ccc(C2=NN(C(=O)CN3CCN(C)CC3)C(c3ccc4c(c3)OCO4)C2)c(C)c1 (stereo unspecified)
    2.6	0.5	-4.1
- O=C(Nc1cccc(Cl)c1Cl)N[C@@H](Cc1ccccc1)C(=O)N1CCC(C(=O)N2CCOCC2)CC1
    2.8	-1.5	1.5
- CCCCC(CC)C(=O)Nc1ccc(N2CCc3ccccc3C2)c(C(=O)NC2CCCCC2)c1 (stereo unspecified)
    -2.4	-4.6	13.2
- O=C1CCCc2nc(-c3ccc(Cl)cc3)sc21
    -11.1	.	13.0

Five entries picked at random from the list so far:
Order of values: hcGAS lum	mcGAS lum	NPYLR7 ag
- CCOC(=O)c1cc(C)cc(Br)c1NC(=O)c1c(F)cccc1F
    -8.3	.	5.6
- O=C(O)[C@H]1C[C@]2(CCCCN(CCO)C2=O)N(C(=O)NC2CCCC2)[C@H]1c1ccccc1
    -2.9	-5.9	1.8
- Cc1ccc(C(=O)n2nc(N)nc2C)c(C)c1
    -9.6	-14.7	-6.8
- COc1ccc(CCOC(=O)[C@@H]2CCCN2C(=O)C(C)(C)c2ccc(Cl)cc2)cc1OC
    0.6	0.7	-7.2
- Cc1ccsc1CN(Cc1ccccc1)C(=O)CN(CC1CCCO1)C(=O)/C=C/c1ccc([N+](=O)[O-])cc1 (stereo unspecified)
    1.3	0.9	-2.2

Remaining list, next part:
Order of values: hcGAS lum	mcGAS lum	NPYLR7 ag
- O=C(COc1ccccc1)N1C[C@@H]2[C@@H]3CC[C@@H](C3)[C@@H]2C1
    -5.3	-14.5	6.4
- Cc1ccsc1C(=O)N1CCC1(C)C(=O)NS(=O)(=O)c1cccc(OC(F)F)c1 (stereo unspecified)
    -12.6	.	-0.4
- COc1ccc2cc(C(=O)N(C)Cc3ccc(F)cc3)[nH]c2c1
    -3.7	.	-0.1
- COc1ccc([N+](=O)[O-])cc1N/C=C(\C#N)C(=O)NC(=O)Cc1ccccc1
    -3.8	.	0.9
- COC(=O)c1ccc(C)c(NC(=O)c2nn(C)c(C)c2Br)c1
    1.4	.	7.6
- COc1ccc(C(=O)Oc2coc(CSc3nc(C)cc(C)n3)cc2=O)c(OC)c1
    -4.4	-5.3	-12.5
- CN(Cc1ccc(Cl)s1)Cc1cc2c(cc1O)OCO2
    -6.6	.	0.7
- COC(=O)c1ccc(COC(CN2CCN(S(=O)(=O)c3cccc(C(F)(F)F)c3)CC2)c2cccc(OC)c2)cc1 (stereo unspecified)
    -2.1	-5.4	26.7
- Cc1cc(C)c(S(=O)(=O)N2CCN(c3ccc([N+](=O)[O-])cn3)CC2)c(C)c1
    -9.1	.	16.5
- COc1ccccc1C(=O)Nc1ccc(N2CCN(c3ccccc3OC)CC2)c(C(=O)NCc2ccc(F)cc2)c1
    -4.1	-3.9	.
- CN(C)CCCN1C(=O)C(=O)C(=C(O)c2ccccc2)C1c1ccccc1F (stereo unspecified)
    -1.5	-6.7	10.0
- O=C(NS(=O)(=O)Cc1ccccc1)c1sccc1C1CC1
    2.3	.	6.4
- CC(C)(C)n1nc2c(c1NC(=O)C13CC4CC(CC(C4)C1)C3)CSC2
    -2.3	.	2.6
- COc1ccccc1C1=NN(C(=O)CN2CCCCC2C)C(c2ccccc2Cl)C1 (stereo unspecified)
    -3.7	-4.7	19.2
- Cc1ccc(NC(=O)CCSCc2nc3sc4c(c3c(=O)[nH]2)CCC4)cc1
    0.4	.	-0.6
- CC(C)Cc1nc(N2CCN(C(=O)c3ccc4c(c3)OCO4)CC2)c2c(-c3cccc(Oc4ccccc4)c3)noc2n1
    -1.5	-3.2	16.0
- CCNC(=O)Cc1cc(-c2ccc(OC)cc2)on1
    -3.7	-9.3	8.0
- Cc1cc(C(=O)Nc2cc(Br)ccc2-n2cccn2)on1
    1.0	.	3.5
- CSc1nnc2c(n1)OC(/C=C/c1ccccc1)Nc1ccccc1-2 (stereo unspecified)
    -10.9	-3.9	0.1
- O=C(NCCC(=O)N1C[C@H](O)[C@@H](N2CCCC2)C1)c1ccc(F)cc1
    -0.4	-9.6	4.4
- COc1ccc(-c2onc(C)c2C(=O)NCCc2cccc(Cl)c2)cc1
    -1.0	-4.0	-0.9
- CCOc1ccc(NC(=O)c2cc(-c3ccc(Cl)s3)nc3ccccc23)cc1
    -10.0	-7.3	11.9
- Cc1onc(-c2ccccc2Cl)c1C(=O)Nc1cccc(Cl)c1NC(=O)c1ccccc1
    1.6	-5.1	-10.7

A few values from the entries so far.
Under NPYLR7 ag, O=C(COc1ccccc1)N1C[C@@H]2[C@@H]3CC[C@@H](C3)[C@@H]2C1 reads 6.4
Under hcGAS lum, Cc1ccsc1C(=O)N1CCC1(C)C(=O)NS(=O)(=O)c1cccc(OC(F)F)c1 (stereo unspecified) reads -12.6
Under hcGAS lum, O=C(NCCC(=O)N1C[C@H](O)[C@@H](N2CCCC2)C1)c1ccc(F)cc1 reads -0.4
Under mcGAS lum, CN(C)CCCN1C(=O)C(=O)C(=C(O)c2ccccc2)C1c1ccccc1F (stereo unspecified) reads -6.7
Under hcGAS lum, Cc1ccc(NC(=O)CCSCc2nc3sc4c(c3c(=O)[nH]2)CCC4)cc1 reads 0.4
Under hcGAS lum, COc1ccc2cc(C(=O)N(C)Cc3ccc(F)cc3)[nH]c2c1 reads -3.7
Under hcGAS lum, CCNC(=O)Cc1cc(-c2ccc(OC)cc2)on1 reads -3.7

Screens as filed in PubChem BioAssay.
